Screens as filed in PubChem BioAssay.
miR122 inh = inhibitors of miR-122 in Huh7 cells; Huh7 miR-122 Renilla luciferase sensor, 48 h; neutral wells = 0, positive control = 100; AID 602342; activation (reporter increase), % at 12.5 µM; hit rate 0.3% among 340,000;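 active = mean replicate activation score at least 90 and every replicate individually at or above 90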;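 also: higher luciferase means less miR-122 activity so hits act as miR-122 inhibitors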
FN deposition inh = fibronectin deposition inhibition; inhibition, % at 12.6 µM; hit rate 0.086% among 350,000; AH1F fibroblasts, Alexa488-fibronectin deposition fluorescence, overnight;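 active = mean inhibition across replicates of 30% or more, regardless of how many single replicates reach that level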;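 also: positive control wells lacked labelled fibronectin entirely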
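Assay system: AH1F fibroblasts / Quantity: 10000 cells per well / Medium: DMEM plus 2% serum, read in PBS / Reagent: labelled fibronectin 24 nM / Dosing: single dose, pinned / Times: 1 h cell attachment, overnight exposure to compound and label / Signal: fluorescence, ex 485 nm, em 525 nm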
PGC1a acetyl inh = modulators of PGC1a acetylation; U2OS PGC1a acetylation, AlphaScreen anti-acetyl-lysine; with virally co-expressed GCN5 acetyltransferase; inhibition, % at 15.6 µM; hit rate 0.17% among 350,000; AID 651687;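 active = every replicate shows inhibition of at least 40%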;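 also: 0% = neutral control wells and 100% = positive control wells; some results beyond the cut were filed as inactive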
PglD inh = blocks C. jejuni PglD acetyltransferase activity; purified PglD enzyme, DTNB colorimetric CoA detection; inhibition, % at 12.5 µM; hit rate 0.098% among 360,000; AID 602405; in the data active = inhibition above about 16%, passing the limit was not always enough; also: strong numbers were not always called active
CFTR F508del cor = CFTR F508del correction in bronchial cells | hit rate 0.36% among 350,000 | activity (quench increase), % at 7.58 µM | CFBE cells, YFP halide quenching; stimulated with forskolin plus potentiator P3; % fluorescence drop versus neutral controls;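 active = mean added fluorescence quench of at least 8% versus neutral control, with both replicates also reaching 8%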;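 also: cells transiently co-express mutant CFTR-F508del with the halide-sensitive YFP; corrector assay measuring rescue of mutant channel to the surface after 24 h compound exposure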
GSIS activator = primary screen for activators of insulin secretion dependent on glucose, INS-1E cells, GLuc reporter luminescence | INS-1E GLuc reporter insulin secretion, 2-3 h | activation, % at 16.6 µM | hit rate 0.61% among 370,000 | AID 743287;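 active = lowest replicate activation of at least 40%, so every replicate reaches that level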;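 also: 0% = median of neutral control wells and 100% = median of IBMX positive control wells; some compounds called inactive have numbers as strong as hits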
Cneo AK release = causes C. neoformans cell lysis; adenylate kinase release luminescence, 4 h; normalised: neutral wells 0, clomiphene wells 100; lysis activity, % at 15 µM; hit rate 0.2% among 360,000; AID 651654;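 active = mean lysis activity across replicates of at least 80%, whatever share of replicates individually reach that level; inactive = mean lysis activity below 80%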
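Assay system: C. neoformans cells. Amount: yeast cell density of 5 × 10^6 cells/mL. Technique: AK luminescence. Buffer or medium: YPD. Times: static 4 h at 37 °C with compound, 1 h detection. Dosing: single-point compound dose. Read-out: lysis from increased AK signal.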
Statin myotox sup = protects C2C12 myotubes from simvastatin toxicity; ATP luminescence, 48 h; scaled: DMSO 0, geranylgeraniol control 100; rescue of ATP level, % at 7.49 µM; hit rate 0.78% among 330,000;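 active = mean ATP rescue above about 67%, or every replicate alone reaching that limit, limit read from the data, passing the limit was not always enough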;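 also: myotubes were challenged with 10 µM simvastatin during compound exposure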
* hit, by the source's call; . = not tested or not shown; [ ] = remark or other dose.

Start of the data: the first five compounds (preview)
SMILES	miR122 inh	FN deposition inh	PGC1a acetyl inh	PglD inh	CFTR F508del cor	GSIS activator	Cneo AK release	Statin myotox sup
COc1ccc(-c2cc(C(F)(F)F)nc(SCCC(=O)N3CCCC3)n2)cc1	-1	1	-8	-2	.	.	-1	-31
Cc1ccc([C@@H]2CC=C(C(=O)O)[C@H](c3ccccc3F)N2S(=O)(=O)c2ccccc2C)cc1	2	-8	11	7	-2.5	-4	19	-5
COc1ccc2c(C)nc(Nc3nc(C)cc(C)n3)nc2c1	6	-4	6	-4	.	.	21	-1
O=C(C[C@@H]1CC[C@@H]2[C@H](COC[C@@H](O)CN2C(=O)Cc2ccccc2)O1)NC1Cc2ccccc2C1	0[16.7 µM]	0	-1	-3	-2.8	4	0	-8
C[C@@H]1CCCCO[C@H](CN(C)C(=O)Nc2ccc3c(c2)OCO3)[C@H](C)CN([C@@H](C)CO)C(=O)c2cc(NC(=O)c3ccccc3)ccc2O1	5[16.7 µM]	.	-4	-3	-0.9	-4	-6	.

All compounds of this part, from the start:
SMILES	miR122 inh	FN deposition inh	PGC1a acetyl inh	PglD inh	CFTR F508del cor	GSIS activator	Cneo AK release	Statin myotox sup
COc1ccc(-c2cc(C(F)(F)F)nc(SCCC(=O)N3CCCC3)n2)cc1	-1	1	-8	-2	.	.	-1	-31
Cc1ccc([C@@H]2CC=C(C(=O)O)[C@H](c3ccccc3F)N2S(=O)(=O)c2ccccc2C)cc1	2	-8	11	7	-2.5	-4	19	-5
COc1ccc2c(C)nc(Nc3nc(C)cc(C)n3)nc2c1	6	-4	6	-4	.	.	21	-1
O=C(C[C@@H]1CC[C@@H]2[C@H](COC[C@@H](O)CN2C(=O)Cc2ccccc2)O1)NC1Cc2ccccc2C1	0[16.7 µM]	0	-1	-3	-2.8	4	0	-8
C[C@@H]1CCCCO[C@H](CN(C)C(=O)Nc2ccc3c(c2)OCO3)[C@H](C)CN([C@@H](C)CO)C(=O)c2cc(NC(=O)c3ccccc3)ccc2O1	5[16.7 µM]	.	-4	-3	-0.9	-4	-6	.
C[C@@H]1CCCCO[C@@H](CN(C)Cc2ccc(C(=O)O)cc2)[C@H](C)CN([C@H](C)CO)C(=O)c2cc(NS(=O)(=O)c3ccccc3)ccc2O1	9[16.7 µM]	7	4	2	3.1	6	2	-7
COc1ccc(C#Cc2ccc([C@@H]3[C@H](CO)N4CCCCN(S(=O)(=O)c5ccccc5)C[C@@H]34)cc2)cc1	-10[16.7 µM]	.	-26	3	0.3	-12	48	9
O=C(NC(Nc1ncccn1)C(=O)c1ccccc1)c1ccccc1 (stereo not drawn)	5	.	-5	3	.	7	2	13
Cn1c2ccccc2c2ccc3c(c21)C(=O)C=CC3=O	4	-10	-2	.	-1.7	.	.	.
CCOC(=O)N1CCN(CC(=O)NC(=O)Nc2ccc3c(c2)OCCO3)CC1	0	0	7	-3	3.8	-12	-2	9
CC1(c2ccc3c(c2)OCO3)NC(=O)N(CC(=O)Nc2ccccc2)C1=O (stereo not drawn)	2	-7	4	5	-1.5	21	0	-17
O=C(CSc1ccc2nnc(-c3ccccn3)n2n1)Nc1nccs1	-1	5	14	-8	-2.7	10	-2	-4
O=C(N1CCOCC1)n1cnc2ccccc21	2	.	21	-5	.	0	3	-1
Cc1ccc(S(=O)(=O)N2CCOC2CNC(=O)C(=O)NCc2ccc3c(c2)OCO3)cc1 (stereo not drawn)	-3	.	.	1	-0.2	-5	-1	9
C[C@H]1CN([C@@H](C)CO)S(=O)(=O)c2ccc(C#Cc3ccc(F)cc3)cc2O[C@H]1CN(C)C(=O)c1ccccn1	-1[16.7 µM]	-6	-9	-4	1.0	-11	-10	37
COc1ccnc(-n2cccc2/C=N/O)c1C#N	.	5	-4	.	0.5	9	.	.
Cc1sc(N/N=C/c2cccnc2)nc1-c1ccccc1	.	-5	4	0	.	-26	2	.
COC(=O)C[C@@H]1CC[C@@H]2[C@H](COc3ccc(NC(=O)Nc4c(C)noc4C)cc3C(=O)N2C)O1	14[16.7 µM]	-9	2	0	0.7	3	-1	-18
COc1cc(NC(=O)c2cc(S(=O)(=O)N3CCCCC3)ccc2N2CCOCC2)cc(OC)c1	-3	6	8	-1	-2.4	-5	3	5
O=C(CNC(=O)c1ccc(Cl)c([N+](=O)[O-])c1)NCC1CCCO1 (stereo not drawn)	-4	7	8	4	-1.3	-3	1	-58
Cc1ccc(OCCCCN(C)Cc2ccccc2)c(Br)c1	23	3	3	-4	0.2	.	0	-24
COc1ccccc1-n1c(SCC(=O)NC2CC2)nc2ccccc2c1=O	.	-3	-1	1	1.1	28	-5	1
C[C@@H]1CN([C@@H](C)CO)C(=O)Cc2cc(NS(=O)(=O)c3ccccc3)ccc2O[C@@H]1CN(C)S(=O)(=O)c1ccc(Cl)cc1	12[16.7 µM]	.	2	0	1.6	0	0	-20
Cc1ccc(S(=O)(=O)N(C)C[C@@H]2OCCCC[C@@H](C)Oc3ccc(NS(=O)(=O)c4c(C)noc4C)cc3C(=O)N([C@@H](C)CO)C[C@H]2C)cc1	-6[16.7 µM]	-2	2	-3	-0.7	-7	0	.
C[C@H]1CN([C@@H](C)CO)C(=O)c2cc(-c3ccc(F)cc3)cnc2O[C@H]1CN(C)C(=O)c1cccnc1	0[16.7 µM]	.	6	0	-2.4	18	-3	-5
Cc1ccc(S(=O)(=O)Nc2ccc3c(c2)C(=O)N([C@H](C)CO)C[C@@H](C)[C@@H](CN(C)C(=O)Cc2ccccc2)OCCCC[C@H](C)O3)cc1	18[16.7 µM]	6	-6	-5	0.9	-30	26	.
COc1ccc(S(=O)(=O)N(C)C[C@H]2Oc3c(NC(=O)NC4CCCCC4)cccc3C(=O)N([C@H](C)CO)C[C@H]2C)cc1	2[16.7 µM]	-8	0	9	-2.4	-17	-3	4
Cc1nn(-c2ccc(F)cc2)c(Cl)c1/C=C1\C(=O)Nc2ccccc21	.	5	5	.	3.9	3	.	.
COc1ccc(C(=O)O)cc1S(=O)(=O)N(C)C	-4	4	8	0	0.7	-14	-2	-2
CCC(=O)c1ccccc1OCCSc1nc(C)cc(=O)[nH]1	28	.	.	1	.	.	-1	29
CC(C)COc1ccc(C(=O)OCCN2CCCCC2)cc1	.	-4	-4	-6	0.9	12	-2	4
COC(=O)COc1ccc2c(c1C)O/C(=C\c1ccco1)C2=O	4	2	9	0	2.1	-8	-1	5
O=C(COc1ccc(F)cc1)Nc1nnc(S(=O)(=O)N2CCCC2)s1	-8	13	4	4	-3.3	1	0	.
COc1ccc(-c2cnc3c(c2)C(=O)N([C@H](C)CO)C[C@H](C)[C@H](CN(C)Cc2cccnc2)O3)cc1	0[16.7 µM]	-4	6	3	-1.9	0	-4	11
COc1cccc(-c2nc(CS(=O)(=O)CC(=O)NC3CCCCC3C)c(C)o2)c1 (stereo not drawn)	-1	4	-31	1	0.6	5	-14	-5
COC(=O)[C@]1(Cc2ccccc2)N[C@H](CN(C)S(=O)(=O)c2ccc(C(C)(C)C)cc2)[C@@H]2C(=O)N(Cc3ccccc3)C(=O)[C@@H]21	-6	.	9	-220	2.2	6	-2	-6
COCCNC(=O)CSc1nc(-c2ccccc2)c(-c2ccccc2)o1	-5	.	14	-2	0.5	13	0	29
CC1(C)CC(=O)C(C(c2cc([N+](=O)[O-])ccc2Cl)C2C(=O)CC(C)(C)CC2=O)C(=O)C1	2	-1	-1	3	-2.7	.	0	.
COc1cccc(NC(=O)CSc2ccc3nnc(-c4cccnc4)n3n2)c1	.	.	.	6	2.4	13	12	.
Cc1noc(C)c1NC(=O)Nc1ccc2c(c1)C(=O)N([C@@H](C)CO)C[C@@H](C)[C@H](CN(C)S(C)(=O)=O)O2	-2[16.7 µM]	.	0	1	0.7	17	-2	5

Quoted at random: 3 records from the list.
SMILES	miR122 inh	FN deposition inh	PGC1a acetyl inh	PglD inh	CFTR F508del cor	GSIS activator	Cneo AK release	Statin myotox sup
Cc1nn(-c2ccc(F)cc2)c(Cl)c1/C=C1\C(=O)Nc2ccccc21	.	5	5	.	3.9	3	.	.
COc1cccc(-c2nc(CS(=O)(=O)CC(=O)NC3CCCCC3C)c(C)o2)c1 (stereo not drawn)	-1	4	-31	1	0.6	5	-14	-5
COc1ccc(-c2cnc3c(c2)C(=O)N([C@H](C)CO)C[C@H](C)[C@H](CN(C)Cc2cccnc2)O3)cc1	0[16.7 µM]	-4	6	3	-1.9	0	-4	11

(cont.)
SMILES	miR122 inh	FN deposition inh	PGC1a acetyl inh	PglD inh	CFTR F508del cor	GSIS activator	Cneo AK release	Statin myotox sup
COc1ccc(CN2C[C@@H](C)[C@@H](OC)CN(C)C(=O)c3cc(NC(=O)c4nc5ccccc5s4)ccc3OC[C@@H]2C)cc1	.	-4	-20	2	2.2	-20	0	1
O=C(Nc1ccc(S(=O)(=O)N2CCOCC2)cc1)c1ccc2c(c1)S(=O)(=O)c1ccccc1C2=O	-7	6	-11	.	-2.3	1	.	-1
c1ccc(Sc2ccccn2)cc1	-2	-10	76*	-8	0.0	.	3	.
O=c1c2sc(-c3ccccc3)cc2nc2n1CCCCC2	-4	-21	9	6	1.2	.	-14	.
C[C@@H]1CN([C@H](C)CO)C(=O)c2cccc(NC(=O)c3cnccn3)c2O[C@H]1CN(C)Cc1ccc(Cl)c(Cl)c1	-1[16.7 µM]	.	10	-1	-0.1	-25	1	32
O=C(COC(=O)C1CCN(c2ccc(C(F)(F)F)cn2)CC1)NCc1cccc(Cl)c1	33	7	.	6	-1.1	-36	-1	3
COc1cc(NC2c3ccccc3C(=O)N2c2cc(C)ccn2)cc(OC)c1OC (stereo not drawn)	.	3	.	-6	0.1	2	-1	10
CCOc1ccc(C(=O)NCC(=O)OCC(=O)Nc2ccccc2OCC)cc1	-7	6	4	-2	.	.	-3	-11
NC(=O)c1nsc(C(=O)N(c2ccccc2)C(C(=O)NCc2ccc(F)cc2)c2ccco2)c1N (stereo not drawn)	.	3	.	-4	4.0	15	3	-29
CNC[C@@H]1OCCCC[C@@H](C)Oc2ccc(NC(=O)Nc3c(C)noc3C)cc2C(=O)N([C@H](C)CO)C[C@H]1C	3[16.7 µM]	.	14	2	2.0	1	-5	-25
CCCOc1ccc(C(=O)CCC(=O)OCC(=O)N2CC(=O)Nc3ccccc32)cc1	3	.	3	-2	.	.	-1	0
O=C(O)COc1ccc(/C=N/NC(=O)Cc2ccc(Cl)cc2)cc1	1	-1	5	-3	0.3	1	0	-14

Single values from the list.
`CC1(C)CC(=O)C(C(c2cc([N+](=O)[O-])ccc2Cl)C2C(=O)CC(C)(C)CC2=O)C(=O)C1` – CFTR F508del cor = -2.7
`COc1ccc(-c2cnc3c(c2)C(=O)N([C@H](C)CO)C[C@H](C)[C@H](CN(C)Cc2cccnc2)O3)cc1` – Statin myotox sup = 11
`Cc1ccc(S(=O)(=O)N(C)C[C@@H]2OCCCC[C@@H](C)Oc3ccc(NS(=O)(=O)c4c(C)noc4C)cc3C(=O)N([C@@H](C)CO)C[C@H]2C)cc1` – PglD inh = -3
